High-throughput results (PubChem BioAssay)
Kir21 inh: inhibitors of mouse Kir2.1 inward-rectifier potassium channel | 0.85% of 310,000 active | B-score at 10 µM | AID 1672, 2009 | HEK293-Kir2.1, FluxOR thallium flux fluorescence; stronger effect = lower value;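 active = fluorescence ratio B-score at or below minus 3 SD of library scores, with starting-brightness B-score within 2 SD, cut at about -4.2 in these data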;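 note: channel flux triggered by added potassium and thallium sulfate stimulus; B-score of peak minus minimum fluorescence over baseline after thallium stimulus; more negative B-score means stronger Kir2.1 block with less thallium influx; some compounds called inactive have numbers as strong as hits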
Target sequence (P35561 whole entry, looked up): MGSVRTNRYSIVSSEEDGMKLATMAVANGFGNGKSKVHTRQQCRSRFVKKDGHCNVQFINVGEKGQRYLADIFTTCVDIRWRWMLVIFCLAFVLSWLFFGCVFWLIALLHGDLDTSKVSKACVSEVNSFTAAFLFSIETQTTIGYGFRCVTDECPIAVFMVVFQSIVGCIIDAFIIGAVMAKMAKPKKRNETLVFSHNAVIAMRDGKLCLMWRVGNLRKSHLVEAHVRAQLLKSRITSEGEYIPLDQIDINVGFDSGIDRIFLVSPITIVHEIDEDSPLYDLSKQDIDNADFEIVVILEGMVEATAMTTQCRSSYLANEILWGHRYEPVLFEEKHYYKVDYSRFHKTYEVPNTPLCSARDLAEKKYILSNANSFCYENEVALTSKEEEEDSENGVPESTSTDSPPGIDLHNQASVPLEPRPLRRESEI
KCNQ2 block: KCNQ2 potassium channel inhibitors, primary screen, cell-based, CHO-K1, FluxOR thallium flux, B-score (AID 2156) | Potassium voltage-gated channel subfamily KQT member 2 (Rattus norvegicus), O88943 | 20 min; stronger effect = lower value | B-score at 10 µM | 1.1% of 310,000 active;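 active = fluorescence ratio B-score at most minus 3 library SDs, with starting brightness B-score within 2 library SDs, cut at about -5.5 in these data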
The depositor's hits bear a star; i = inactive.

The opening six entries (preview)
SMILES | Kir21 inh | KCNQ2 block
CC(c1nccs1)N(C)C(=O)CCc1nnc(Cc2c[nH]c3ccccc23)o1 (stereo not given) | 1.2 | i
CN(CCOc1ccccc1)CC(=O)Nc1ccc(Cl)c(S(=O)(=O)N(C)C)c1 | -1 | i
Cc1ccc(CN2CC(C(=O)Nc3cccc(S(=O)(=O)N4CCCCC4)c3)CC2=O)cc1 (stereo not given) | 0.59 | i
Cc1ccccc1CN1CCC(n2nccc2NC(=O)CCCc2ccccc2)CC1 | -2.2 | i
COc1ccc(/C=C(/NC(=O)c2ccc(C)cc2)C(=O)N2CCCC2)cc1OC | 0.44 | i
CC(C)c1ccc(NC(=O)c2ccc3snnc3c2)cc1 | 2.6 | i

All compounds of this part, previewed entries included:
SMILES | Kir21 inh | KCNQ2 block
CC(c1nccs1)N(C)C(=O)CCc1nnc(Cc2c[nH]c3ccccc23)o1 (stereo not given) | 1.2 | i
CN(CCOc1ccccc1)CC(=O)Nc1ccc(Cl)c(S(=O)(=O)N(C)C)c1 | -1 | i
Cc1ccc(CN2CC(C(=O)Nc3cccc(S(=O)(=O)N4CCCCC4)c3)CC2=O)cc1 (stereo not given) | 0.59 | i
Cc1ccccc1CN1CCC(n2nccc2NC(=O)CCCc2ccccc2)CC1 | -2.2 | i
COc1ccc(/C=C(/NC(=O)c2ccc(C)cc2)C(=O)N2CCCC2)cc1OC | 0.44 | i
CC(C)c1ccc(NC(=O)c2ccc3snnc3c2)cc1 | 2.6 | i
CCc1c(C)nc2ncnn2c1N1CCN(S(=O)(=O)c2ccc(OC)cc2)CC1 | -0.99 | i
Cc1cc(SCC(=O)OCC(=O)NC(C)c2ccccc2)c(C)cc1Br (stereo not given) | 0.14 | i
COc1ccc(S(=O)(=O)CCC(=O)Nc2ccc(OC)cc2OC)cc1 | -1.1 | i
Cc1cc(C)c(S(=O)(=O)Nc2ccc[nH]c2=O)c(C)c1 | -1.3 | i
COc1ccc(NC(=O)c2cc3ccccc3o/c2=N\NS(=O)(=O)c2ccc(C)cc2)cc1 | 0.03 | i
CCOC(=O)N1CCN(CC(=O)Nc2cc(OC)c(OC)cc2C#N)CC1 | -1.1 | i
CCN(CC)c1ncnc2c1cnn2Cc1ccc(Cl)cc1 | 0.38 | i
COc1ccccc1CNC(=O)CCn1c(=O)sc2ccccc21 | -1.5 | i
S=C(NCC1CCCO1)Nc1ccccc1Cl (stereo not given) | -1.4 | i
Oc1cccc(-c2nc3ccccc3s2)c1 | 0.47 | i
CCn1c(C)c(C)c2cc(C(=O)NC3CCCCCC3)ccc21 | 0.17 | i
CC(NC(=O)c1ccc(CS(C)(=O)=O)cc1)C1CC2CCC1C2 (stereo not given) | 0.91 | i
CCOC(=O)CCc1c(C)c2ccc3c(c2oc1=O)CN(CCCO)CO3 | 0.52 | i
Cc1ccc(S(=O)(=O)N2CCCN(S(=O)(=O)c3ccc(C(F)(F)F)cc3)CC2)cc1 | 2.3 | i
CCCCCCSc1nc(O)c(C2OC(=O)c3c2ccc(OC)c3OC)c(=O)n1CC (stereo not given) | 0.16 | i
CSc1ccc(/C=N/n2c(C)cc(C)cc2=O)cc1 | 0.51 | i
Cc1ccc(C)c(S(=O)(=O)N(C)C2(C)CCS(=O)(=O)C2)c1 (stereo not given) | 0.13 | i
CCOC(=O)C1CCCN(c2c(NCCN(C)Cc3ccccc3)c(=O)c2=O)C1 (stereo not given) | -0.15 | i
Cc1cccc(-c2c3c(nc4c2c(=O)n(C)c(=O)n4C)-c2ccccc2C3O)c1 (stereo not given) | 0.96 | i
O=[N+]([O-])c1ccc(S(=O)(=O)NCCN2CCOCC2)cc1 | 1.7 | i
CC(N=C1NS(=O)(=O)c2ccccc21)C(=O)NCc1ccc2c(c1)OCO2 (stereo not given) | -0.71 | i
CC(C)(C)c1ccc2c(c1)OC(C(=O)N/N=C/c1ccc([N+](=O)[O-])o1)CO2 (stereo not given) | 0.41 | i
CCN(CC)CCCNC(=O)c1[nH]c(C)c(C(=O)NC2CCCCC2)c1C | -0.5 | i
CCN1CCN(c2nc3c(C)cccn3c(=O)c2/C=C(\C#N)S(=O)(=O)c2ccc(Cl)cc2)CC1 | -0.05 | i
Cc1ccc(C(=O)c2c3ccc([N+](=O)[O-])cc3[n+]([O-])n2CCC(N)=O)cc1 | -0.03 | i
COc1ccc(OCC2NCCc3cc(OC)c(OC)cc32)cc1 (stereo not given) | -1 | i
CCOC(=O)C/C(=N\Nc1ncnc2ccccc12)c1ccccc1 | -1.8 | i
Cc1ccc(CNC(=O)C2CCN(S(=O)(=O)c3cccc4nonc34)CC2)cc1 | 0 | i
CCS(=O)(=O)c1ncc(Cl)c(C(=O)Nc2ccc(S(=O)(=O)N3CCCC(C)C3)cc2)n1 (stereo not given) | 1.8 | i
Cc1ccc(-c2csc3nnc(SCc4csc(C)n4)n23)cc1 | -1.1 | i

Three entries drawn at random from those above:
SMILES | Kir21 inh | KCNQ2 block
O=[N+]([O-])c1ccc(S(=O)(=O)NCCN2CCOCC2)cc1 | 1.7 | i
COc1ccc(OCC2NCCc3cc(OC)c(OC)cc32)cc1 (stereo not given) | -1 | i
Cc1ccc(CNC(=O)C2CCN(S(=O)(=O)c3cccc4nonc34)CC2)cc1 | 0 | i

More records
SMILES | Kir21 inh | KCNQ2 block
CCOC(=O)Nc1cccc(Nc2ccccc2)c1 | -1.6 | i
Cc1cc(NC(=O)CSc2nc3c(cc2C#N)CCC3)no1 | -1.5 | i
COc1ccc(Cl)cc1NC(=O)c1cc(-c2ccc(C)cc2O)n[nH]1 | 0.79 | i
CSCC[C@H](NC(=O)C(C)Oc1ccc(Cl)cc1)c1nc2ccccc2[nH]1 (stereo not given in full) | -0.14 | i
COc1cccc(C2CC(c3ccccc3)Nc3ncnn32)c1 (stereo not given) | 0.1 | i
Cc1ccc(S(=O)(=O)N2CCC(=O)N(C(COCc3ccc(C(F)(F)F)cc3)C(C)C)CC2)cc1 (stereo not given) | -0.29 | i
COc1ccccc1CCNC(=O)c1cnn2c(C(F)F)cc(C)nc12 | 0.01 | i
CS(=O)(=O)N1CCCC(C(=O)N2CCc3ccccc3C2)C1 (stereo not given) | -0.18 | i
O=C(Nc1ncc2c(n1)-c1ccccc1CC2)c1ccc(F)cc1 | -0.63 | i
O=C(NNC(=O)c1ccc(F)cc1)c1ccncc1 | 0.25 | i
CC1CCCCC1NC(=O)COC(=O)COc1ccc(Cl)cc1 (stereo not given) | 0.31 | i
O=c1c(Cc2ccccc2)c(O)nc2n1CCS2 | 0.12 | i

Another view of 2 compounds above:
| Compound | Kir21 inh | KCNQ2 block |
| --- | --- | --- |
| COc1cccc(C2CC(c3ccccc3)Nc3ncnn32)c1 (stereo not given) | 0.1 | i |
| CS(=O)(=O)N1CCCC(C(=O)N2CCc3ccccc3C2)C1 (stereo not given) | -0.18 | i |

(further entries)
SMILES | Kir21 inh | KCNQ2 block
c1ccc2c(c1)CCN(c1ncnc3nc[nH]c13)C2 | 2.4 | i
CC(C)(ONC(=O)Nc1ccccc1Cl)C(=O)O | -0.67 | i
COc1ccc(N2C(=O)C3CCCN3C2c2ccc(C)o2)cc1 (stereo not given) | 0.02 | i
O=C(O)c1sccc1S(=O)(=O)N1CCN(c2ccc(C(F)(F)F)cn2)CC1 | -0.32 | i
Cn1c(=O)c2c(SCC(=O)Nc3ccccc3F)nc(C3CC3)nc2n(C)c1=O | -0.02 | i
CCCc1nnc(NC(=O)C2CCCO2)s1 (stereo not given) | -0.93 | i
CCOC(=O)c1ccc2[nH]c3c(c2c1)CCCC3 | 2.9 | i
Cc1ccc(NCN2C(=O)C3CC=CCC3C2=O)cc1 (stereo not given) | -0.38 | i
CC(C)(C)c1ccccc1NC(=S)NC1CCCC1 | -1.6 | i
O=C(O)CC(NC(=O)c1ccccc1NC(=O)c1ccccc1)C(=O)O (stereo not given) | 0.63 | i
CCN(CC)CCCNc1nc2cc(OC)c(OC)cc2c2nc(-c3cccnc3)nn12 | 0.03 | i
CC(C)Oc1cccc(C(=O)NC(=S)Nc2cccc(NC(=O)c3ccccc3Cl)c2)c1 | -1.6 | i
COc1ccc(Cc2nnc(NC(=O)Nc3ccccc3)s2)cc1OC | -0.29 | i
O=C(Cn1nnc2ccccc2c1=O)NCCc1ccccc1 | 1.2 | i
CCN1C(=O)[C@H]2[C@@H](c3ccc(C)cc3)N3C(=O)N(c4ccc(C)cc4)C(=O)[C@@]3(Cc3ccccc3)[C@H]2C1=O | 1.5 | i
COc1ccccc1C(=O)Nc1nnc(SCC(=O)Nc2ccc3c(c2)oc2ccccc23)s1 | -0.19 | i
CCN1CC2([N+](=O)[O-])CC=C(OC)C([N+](=O)[O-])(C1)C2 (stereo not given) | -1.9 | i
CCOc1ccc(NC(=O)CN2CC(c3ccccc3)CC2=O)cc1 (stereo not given) | 1.1 | i
O=C(O)/C=C\C(=O)Nc1ccc(N2CCN(c3ccc(Cl)cc3)CC2)cc1 | 1.1 | i
Cc1ccc2c(COC(=O)CC3Sc4ccccc4NC3=O)cc(=O)oc2c1C (stereo not given) | 1.3 | i
Cc1ccc(N2C(=O)N(CC(=O)NCc3ccccc3Cl)C(=O)C2C)cc1 (stereo not given) | 2 | -6.6*
Cc1c(CCOC(=O)c2cc([N+](=O)[O-])cc([N+](=O)[O-])c2)sc[n+]1CC(=O)c1ccc(Br)cc1 | -0.43 | i
COc1ccc(C2CC(c3ccc(Br)cc3)Nc3nc(N)nn32)cc1 (stereo not given) | 1.7 | i
C=CCNc1nc(-c2cccs2)c(CC(=O)O)s1 | 0.74 | i
Cc1sc2ncn(CC(=O)NCc3ccccn3)c(=O)c2c1S(=O)(=O)N1CCOCC1 | -0.3 | i
O=[N+]([O-])/C=C\c1ccc(N2CCOCC2)cc1 | -1 | i
Cc1cc([N+](=O)[O-])c2[nH]c(C(=O)N/N=C/c3ccccc3C(=O)O)c(-c3ccccc3)c2c1 | 1.9 | i
CC1CC(C)CN(C(=O)C(C)N(C)CC(=O)Nc2ccc(Cl)cc2)C1 (stereo not given) | 0.49 | i
CCOC(=O)CSc1nnc([C@H](C)NC(=O)OC(C)(C)C)o1 | -0.83 | i
CC(C)NCc1cccc([N+](=O)[O-])c1 | -0.67 | i
CCOC(=O)c1c(C)oc(NC(=O)COc2ccc(Cl)cc2C)c1C#N | 0.52 | i
CCCCNC(=S)Nc1ccccc1Cc1ccccc1 | -4.7* | i
COc1ccc(-c2cc(N)n(S(=O)(=O)c3c(F)c(F)c(F)c(F)c3F)n2)cc1OC | -3.3 | -8.8*
CN1C(=O)C(O)(CC(=O)c2ccc(F)cc2)c2cc(Br)ccc21 (stereo not given) | -1.6 | i
COc1cc(OC)c2c(-c3ccccc3)cc(=O)oc2c1C(CC(=O)N1CCOCC1)c1ccc2c(c1)OCO2 (stereo not given) | -1.4 | i
CCN1C(=O)CS/C1=N\S(=O)(=O)c1ccc(C)cc1 | 1.7 | i
COC(=O)c1ccccc1NS(=O)(=O)c1ccc2c3c(cccc13)C(=O)N2 | -3.4 | i
Cc1ccc(Nc2nc(N)nc(CSc3nncn3C)n2)cc1 | -0.9 | i
CCCNC(=O)CCn1nc(-c2ccc(C)cc2)c2ccccc2c1=O | 0.01 | i
CCC(C)N(C(=O)COC(=O)c1cc([N+](=O)[O-])ccc1N)C1CCS(=O)(=O)C1 (stereo not given) | 0.06 | i
Cc1ccc(NC(=O)c2c(C(=O)Nc3ccccc3)sc3nc(C)cc(=O)n23)cc1 | 0.01 | i
Cc1nc2ccccc2c(-c2ccccc2)c1CC(=O)O | -1.5 | i
CCOC(=O)c1[nH]cnc1C(=O)Nc1ccccn1 | 0.02 | i
N#C/C(=C\c1cccc([N+](=O)[O-])c1)C(=O)NCC1CCCO1 (stereo not given) | -0.89 | i
CCCCN(C)C(=O)C(Cc1ccccc1)NS(=O)(=O)c1ccc2c(c1)CCC(=O)N2 (stereo not given) | 1.6 | i
CN(C)S(=O)(=O)N1CCC(Oc2ccc(C(=O)NCCc3cscn3)cc2)CC1 | -0.12 | i
COc1cc(/C=C/C(=O)OCC(=O)Nc2nnc(-c3ccccc3)o2)cc(OC)c1OC | 1.2 | i
O=C(CCCOc1ccccc1)OCn1nnc2ccccc2c1=O | 0.17 | i
CCOc1cc(N2CCOCC2)c(OCC)cc1NC(=O)C(NC(=O)c1ccco1)C(C)C (stereo not given) | 0.02 | i
COc1ccccc1OC(C)C(=O)Nc1ccccc1C(=O)NCC1CCCO1 (stereo not given) | -1 | i
Nc1c(Cl)ncnc1N/N=C/c1cccnc1 | -0.01 | i
CCC(C(=O)OC)n1cnc2scc(-c3ccc(C)c(C)c3)c2c1=O (stereo not given) | 0.23 | i
Cc1nc2ccccc2nc(C)c1=NO | 1.3 | i
CCCCCC(=O)Nc1ccc(-c2csc(C)n2)cc1 | 0.57 | i
Cc1cccc(COCC(Cc2ccccc2)N2CCN(C(=O)c3cccc(Cl)c3)CCC2=O)c1 (stereo not given) | 0.51 | i
C/C(=N/Nc1nc(-c2ccccc2)cc(-c2ccc(F)cc2)n1)c1cccc(N)c1 | 0.53 | i
CCC(=O)c1ccc(OCC(=O)OCC(=O)N2CCc3ccccc32)cc1 | 1.5 | i
Cc1ccc(N2NC(=O)/C(=C/C=C/c3ccco3)C2=O)cc1C | 0.34 | i
CCC(Oc1ccccc1)C(=O)NC1C(=O)N2C1SC(C)(C)C2C(=O)O (stereo not given) | 1.7 | i
O=C(Nc1ccc2c(c1)OCO2)c1ccncc1 | 1.4 | i
COc1ccc(NC(=O)CSCC(=O)OCc2cccc(OC)c2OC)cc1 | 0.21 | i

Looked up above:
Kir21 inh with CCOc1cc(N2CCOCC2)c(OCC)cc1NC(=O)C(NC(=O)c1ccco1)C(C)C (stereo not given) stands at 0.02
Kir21 inh with O=C(Nc1ccc2c(c1)OCO2)c1ccncc1 stands at 1.4
